Screens deposited in PubChem BioAssay by National Center for Advancing Translational Sciences (NCATS).
CBFb RUNX1 block = inhibitors of human CBF-beta and RUNX1 interaction. Potency, µM (doses to about 59.8 µM), for the others: at the top dose activity, negative = inhibition, actives largely listed as inhibitors. 230,000 tested, under 10 active. AlphaScreen CBFb-His/RUNX1-biotin binding, biochemical; further: % of control where 0% means no effect
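Bead-based AlphaScreen assay; binding partners His-tagged CBF-beta and biotinylated RUNX1 at 30 nM each. Compound exposure 15 min after a 20-min protein preincubation; bead step 90 min; all steps at room temperature.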
Tau FP inhib = inhibitors of human tau fibril formation; P10636; K18 P301L tau heparin fibrillization, Alexa594 FP, 6 h; Potency, µM (series often up to 57.7 µM), inactives show top-dose activity, negative = inhibition, hits mostly inhibitors; 0.39% of 280,000 active; AID 1468; further: potency means the concentration at half of the fitted maximal effect; on the % scale 0 is the no-effect control and ±100 the full control effect; nearly all actives have a fitted effect of over 55% in size
Target sequence (P10636 561-689 P618L limits assumed): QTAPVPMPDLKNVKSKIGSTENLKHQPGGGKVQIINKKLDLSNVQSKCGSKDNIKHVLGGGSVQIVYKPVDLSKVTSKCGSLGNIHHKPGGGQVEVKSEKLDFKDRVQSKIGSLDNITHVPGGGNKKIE
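Read-out: fluorescence polarization of Alexa 594-labeled tau (0.24 uM), 555 nm excitation, 632 nm emission. Mixtures held 15 uM unlabeled K18 P301L, compound and 20 uM heparin, pH 7 acetate buffer, incubated 6 hr at 37 C.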
TRb-SRC2 inh = disrupts binding of human TR beta to SRC2. 0.065% of 280,000 active. AID 1469. TRbeta-SRC2 peptide binding, fluorescence polarization; receptor liganded with 1 µM T3. Potency, µM (titrated, usually from 106 µM), for inactives: at the top dose activity change, negative = inhibition, hits mostly inhibitors;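 further: potency means the concentration at half of the fitted maximal effect; plate controls were bound peptide for no effect and peptide without receptor for full effect; nearly all actives have a fitted effect of over 50% in size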
Target sequence (P10828 whole entry, looked up): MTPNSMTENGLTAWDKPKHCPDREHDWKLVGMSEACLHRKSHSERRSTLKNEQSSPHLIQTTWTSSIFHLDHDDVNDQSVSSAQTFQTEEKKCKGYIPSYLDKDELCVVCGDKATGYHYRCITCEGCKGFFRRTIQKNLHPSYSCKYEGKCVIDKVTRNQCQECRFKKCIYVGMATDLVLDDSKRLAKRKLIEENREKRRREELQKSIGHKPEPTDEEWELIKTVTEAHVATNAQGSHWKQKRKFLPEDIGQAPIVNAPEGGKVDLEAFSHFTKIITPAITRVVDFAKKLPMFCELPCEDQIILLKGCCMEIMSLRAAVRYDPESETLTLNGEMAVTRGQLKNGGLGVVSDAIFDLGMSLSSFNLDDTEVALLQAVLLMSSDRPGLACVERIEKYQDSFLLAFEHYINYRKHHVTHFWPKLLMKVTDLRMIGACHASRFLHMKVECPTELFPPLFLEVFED
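Polarization signal, normalized between peptide-alone and full complex controls, measured compound effects on T3-liganded human TRb LBD (0.6 uM) binding 20 nM Texas Red SRC2 peptide after 5 hr.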
NPSR antag = neuropeptide S receptor (human) antagonism, cAMP | Potency, µM (doses to about 38.3 µM), for the others: at the highest dose activity change, negative = inhibition, usual class: inhibitors | CHO-NPSR cells, cAMP TR-FRET, antagonist mode | Q6W5P4 | AID 1461 | 1% of 220,000 active; further: potency means the concentration at half of the fitted maximal effect; on the % scale 0 is the no-effect control and ±100 the full control effect; nearly all actives have a fitted effect of over 50% in size; many of its hits are not listed in these tables
Epigenetic reg = epigenetic control regulation, reporter derepression. murine LDR cells, GFP reporter derepression, 30 h. Potency, µM (titrated, usually from 53.9 µM), without a hit: at the highest dose GFP activation, usual class: activators. 0.2% of 280,000 active; further: potency means the concentration at half of the fitted maximal effect; % of control where 0% means no effect; nearly all actives have a fitted effect of over 60% in size
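Readout is the number of GFP-expressing murine LDR cells, counted by cytometry following washing. Cells were treated with compound for 30 h at 37 C; the stably integrated CMV-GFP locus is normally silent.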
GLA spleen mod = inhibitors or activators of human alpha-galactosidase in spleen homogenate; 0.008% of 240,000 active; human spleen homogenate, 4MU-alpha-Gal fluorescence, 40 min; P06280; Potency, µM (top dose mostly 80 µM), for the others: top-dose activity change, negative = inhibition, hits mostly inhibitors;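 further: potency means the concentration at half of the fitted maximal effect; 0% = enzyme with vehicle and -100% = no enzyme basal signal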
Target sequence (P06280 32-429 limits assumed): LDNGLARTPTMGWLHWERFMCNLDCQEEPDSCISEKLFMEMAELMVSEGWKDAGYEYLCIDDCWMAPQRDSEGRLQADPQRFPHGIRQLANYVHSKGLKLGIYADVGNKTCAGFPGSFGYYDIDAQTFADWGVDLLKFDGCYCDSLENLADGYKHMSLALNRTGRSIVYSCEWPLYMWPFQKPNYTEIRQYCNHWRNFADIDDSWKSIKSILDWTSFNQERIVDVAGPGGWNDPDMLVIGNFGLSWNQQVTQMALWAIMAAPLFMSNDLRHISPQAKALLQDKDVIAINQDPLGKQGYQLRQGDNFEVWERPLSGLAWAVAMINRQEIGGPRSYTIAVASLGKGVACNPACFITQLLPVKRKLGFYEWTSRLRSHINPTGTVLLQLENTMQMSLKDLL
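Fluorogenic readout (Ex 365/Em 440 nm) of 4-methylumbelliferone released from 1 mM 4-MU-alpha-galactoside by spleen homogenate, 40 min at 37C, pH 5.0. Data normalized to no-enzyme and enzyme controls; Hill-equation AC50 from compound titrations.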
Tau fluor cs = counter-screen for tau fibril formation inhibitors | tau K18 P301L Alexa594 fluorescence, heparin fibrillization | Potency, µM (series often up to 57.7 µM), for inactives: top-dose activity change, negative = decrease | 0.93% of 280,000 active | AID 1463; further: potency means the concentration at half of the fitted maximal effect; on the % scale 0 is the no-effect control and ±100 the full control effect; nearly all actives have a fitted effect of over 55% in size
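Human tau K18 P301L (15 uM unlabeled, 0.24 uM Alexa 594-labeled) in 100 mM sodium acetate pH 7 with 20 uM heparin, 6 hr at 37 C. ThT 30 uM added, 1 hr ambient; Alexa 594 FP and total fluorescence read at 555/632 nm.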
TexasRed fluor = alters Texas Red total fluorescence, flagging assay interference; TRb/SRC2 Texas Red total fluorescence interference; Potency, µM (top dose mostly 106 µM), inactives show at the top dose fluorescence change, negative = quenching; 0.29% of 280,000 active; active means well fitted curve in either direction with a large enough effect; inconclusive means small, poorly fitted or top-dose-only effect; further: potency means the concentration at half of the fitted maximal effect; on the % scale 0 is the no-effect control and ±100 the full control effect
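Human TRβ ligand-binding domain (0.6 uM) and Texas Red SRC2 peptide (20 nM) in Tris buffer with 1 uM T3 and 5% DMSO were incubated with pinned compound for 5 hr at ambient temperature. Total fluorescence was computed as S + 2P (555/632 nm).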
* marks the source's active call; other numbers are inactive results; & = joins results of further samples; [ ] = dose if it differs, or a comment. Unless noted, the call rests on the fitted dose curve; in most records, active means well fitted curve in the direction sought with a large enough effect; inconclusive means small, poorly fitted or top-dose-only effect, or another doubt; inactive means no such curve, though single readings can be large; an effect the other way counts as inactive or inconclusive.

Screening CCN1CCN(Cc2c(O)ccc3oc(C)c(C(=O)Nc4ccc(OC)cc4)c23)CC1 returned Tau FP inhib 3%, TRb-SRC2 inh -13%, Epigenetic reg -1.9%, Tau fluor cs -13% and TexasRed fluor -1%.
Screening CCN1C(=O)/C(=C/c2ccc(C)s2)NC1=S returned CBFb RUNX1 block -9%, Tau FP inhib 5%, TRb-SRC2 inh -1%, NPSR antag 28%[46.1 µM], Epigenetic reg 0.1%, GLA spleen mod -2%, Tau fluor cs inconclusive and TexasRed fluor -6%.
Screening COc1ccc(-c2nnc3sc(-c4ccco4)nn23)cc1OC returned CBFb RUNX1 block 1%, Tau FP inhib 0%, TRb-SRC2 inh 0%, NPSR antag inconclusive, Epigenetic reg 1.0%, GLA spleen mod 3%, Tau fluor cs -3% and TexasRed fluor -7%.
`Cc1ccc(C(C(=O)NC(C)(C)C)N(Cc2ccco2)C(=O)Cn2nnc(-c3cccs3)n2)cc1` (stereo not given) gave CBFb RUNX1 block 10%, Tau FP inhib -19%, TRb-SRC2 inh -6%, NPSR antag -13%[46.1 µM], Epigenetic reg 2.3%, GLA spleen mod 10%, Tau fluor cs 2% and TexasRed fluor 2%.
`COc1cc(/C=C/C(=O)O)cc(S(=O)(=O)N2CCc3ccccc32)c1OC` gave CBFb RUNX1 block -6%, Tau FP inhib -2%, TRb-SRC2 inh -6%, NPSR antag 23%, Epigenetic reg -4.4%, GLA spleen mod -2%, Tau fluor cs -14% and TexasRed fluor -1%.
For O=C(N/N=C1/C[C@@H](O)[C@@H](O)[C@@H]2[C@@H]3C(=O)N(C4CCCCC4)C(=O)[C@H]3CC[C@@H]12)OCc1ccccc1 the results were CBFb RUNX1 block 9%[13.1 µM], Tau FP inhib 4%[11.6 µM], TRb-SRC2 inh 2%[11.2 µM], Epigenetic reg 0.0%[10.1 µM], GLA spleen mod -4%[17.5 µM], Tau fluor cs -6%[11.6 µM] and TexasRed fluor 0%[11.2 µM].
For CCCC1=NN2C(=N)/C(=C\c3cc(C)n(-c4cc(C)cc(C)c4)c3C)C(=O)N=C2S1 the results were CBFb RUNX1 block -10%, Tau FP inhib -2%, TRb-SRC2 inh 7%, NPSR antag -54%, Epigenetic reg 0.0%, GLA spleen mod -8%, Tau fluor cs 1% and TexasRed fluor -3%.
For CN(CC(=O)Nc1ccc(C#N)cc1)Cc1ccc(Cl)cc1 the results were CBFb RUNX1 block 5%, Tau FP inhib -1%, TRb-SRC2 inh 5%, NPSR antag 8%[7.67 µM], Epigenetic reg -2.4%, GLA spleen mod 12%, Tau fluor cs -21% and TexasRed fluor 4%.
`Cc1ccc(C2NC(=O)c3n[nH]c(-c4cccs4)c32)cc1` (stereo not given) gave Tau FP inhib -1%, TRb-SRC2 inh 4%, Epigenetic reg 0.1%, Tau fluor cs -4% and TexasRed fluor -1%.
For CC(C)C[C@@H](COCc1cccc(Cl)c1)N1CCN(C(=O)c2cccc(C(F)(F)F)c2)CCC1=O the results were CBFb RUNX1 block 18%, Tau FP inhib 5%, TRb-SRC2 inh 3%, Epigenetic reg -0.1%[40.7 µM], GLA spleen mod 3%, Tau fluor cs -7% and TexasRed fluor 1%.
`Cn1ccnc1Sc1nc(Nc2cccc(Cl)c2)nc(N2CCOCC2)n1` gave CBFb RUNX1 block -1%, Tau FP inhib 4%, TRb-SRC2 inh 5%, NPSR antag inconclusive, Epigenetic reg 3.7%, GLA spleen mod 5%, Tau fluor cs 9% and TexasRed fluor 2%.
COCCNC(=O)C(=O)Nc1ccc(Br)cc1 was read as CBFb RUNX1 block -6%, Tau FP inhib 13%, TRb-SRC2 inh inconclusive, NPSR antag 7%[46.1 µM], Epigenetic reg -1.0%, GLA spleen mod -8%, Tau fluor cs 10% and TexasRed fluor -3%.
For Cc1cccc(CN2C(=O)c3ccccc3S(=O)(=O)c3ccc(C(=O)N(C)Cc4ccccc4)cc32)c1 the results were Tau FP inhib 1%, TRb-SRC2 inh 0%, Epigenetic reg -1.1%, Tau fluor cs -19% and TexasRed fluor 2%.
`O=[N+]([O-])c1ccc(N2CCCC2)cc1N1CCCC1` gave CBFb RUNX1 block inconclusive, Tau FP inhib 0%, TRb-SRC2 inh 0%, NPSR antag -8%[46.1 µM], Epigenetic reg 2.8%, GLA spleen mod 4%, Tau fluor cs -18% and TexasRed fluor -1%.
For Cc1cc(C)nc(SCC(=O)N(C)C)n1 the results were CBFb RUNX1 block 12%, Tau FP inhib 7%, TRb-SRC2 inh -4%, NPSR antag 21%, Epigenetic reg -1.2%, GLA spleen mod 1%, Tau fluor cs 2% and TexasRed fluor 0%.
`Cc1c(N=C2N=C(NC(=O)NC(C)(C)C)c3ccccc32)c(=O)n(-c2ccccc2)n1C` gave CBFb RUNX1 block 1%, Tau FP inhib 6%, TRb-SRC2 inh -4%, NPSR antag -27%, Epigenetic reg -0.4%, GLA spleen mod -9%, Tau fluor cs -14% and TexasRed fluor -4%.
`COc1ccc(CNC(=S)Nc2ccc(F)c(Cl)c2)cc1` gave CBFb RUNX1 block 10%, Tau FP inhib inconclusive, TRb-SRC2 inh -12%, NPSR antag 47%, Epigenetic reg 1.1%, GLA spleen mod 13%, Tau fluor cs inconclusive and TexasRed fluor 1%.
`Clc1ccccc1C(c1ccccc1)(c1ccccc1)n1ccnc1` gave CBFb RUNX1 block 2%, Tau FP inhib 1%&-12%&-7%, TRb-SRC2 inh -6%, NPSR antag 5µM*, Epigenetic reg -1.2%, GLA spleen mod inconclusive, Tau fluor cs -13%&-22%&-4% and TexasRed fluor 2%.
`COc1ccc(C(=O)c2cn(Cc3cccc(C)c3)c3cc4c(cc3c2=O)OCO4)cc1` gave Tau FP inhib -1%, TRb-SRC2 inh 4%, Epigenetic reg -0.3%, Tau fluor cs -15% and TexasRed fluor 5%.
`Cc1ccc(S(=O)(=O)N(C)C)cc1NC(=O)COC(=O)c1ccc2c(c1)NC(=O)CS2` gave CBFb RUNX1 block 4%, Tau FP inhib -1%, TRb-SRC2 inh 0%, NPSR antag 16%, Epigenetic reg 1.1%, GLA spleen mod 2%, Tau fluor cs inconclusive and TexasRed fluor -2%.
Cc1cccc(C)c1NC(=O)NNC(=O)c1cc(C(C)(C)C)nn1Cc1ccccc1 was read as CBFb RUNX1 block 8%, Tau FP inhib 1%, TRb-SRC2 inh -3%, NPSR antag 19%, Epigenetic reg 2.9%, GLA spleen mod 0%, Tau fluor cs 0% and TexasRed fluor -4%.
Screening CCC1C=C(c2ccccc2)C=CN=C1N(CC)CC (stereo not given) returned CBFb RUNX1 block -4%, Tau FP inhib 7%, TRb-SRC2 inh -3%, NPSR antag -10%, Epigenetic reg -0.7%, GLA spleen mod -1%, Tau fluor cs -2% and TexasRed fluor -4%.
`O=c1c2ccccc2c(/C=N/NS(=O)(=O)c2ccccc2)c(O)n1-c1ccccn1` gave CBFb RUNX1 block -2%, Tau FP inhib 0%, TRb-SRC2 inh 3%, NPSR antag -10%, Epigenetic reg 1.1%, GLA spleen mod -1%, Tau fluor cs -1% and TexasRed fluor 2%.
For Cc1ccc([N+](=O)[O-])cc1S(=O)(=O)NCCc1c(C)[nH]c2ccccc12 the results were CBFb RUNX1 block -3%, Tau FP inhib 19%, TRb-SRC2 inh -8%, NPSR antag -13%, Epigenetic reg -3.2%, GLA spleen mod -4%, Tau fluor cs inconclusive and TexasRed fluor -3%.
COc1cccc(-c2csc(N3CCN(C(=O)Nc4ccc(F)cc4)CC3)n2)c1 was read as CBFb RUNX1 block -12%, Tau FP inhib 7%, TRb-SRC2 inh -6%, NPSR antag -28%, Epigenetic reg -1.0%, GLA spleen mod -12%, Tau fluor cs inconclusive and TexasRed fluor -1%.
Cc1ccc(N2CCN(S(=O)(=O)N3CCCCC3)CC2)cc1C was read as CBFb RUNX1 block 4%, Tau FP inhib 2%, TRb-SRC2 inh 0%[53 µM], NPSR antag 28%, Epigenetic reg 1.2%, GLA spleen mod -6%, Tau fluor cs -14% and TexasRed fluor -1%[53 µM].
Screening Cc1ccc2nc(-c3cccc(N)c3)oc2c1 returned CBFb RUNX1 block 2%, Tau FP inhib 12%, TRb-SRC2 inh 2%, NPSR antag -11%[46.1 µM], Epigenetic reg 3.5%, GLA spleen mod 13%, Tau fluor cs -25% and TexasRed fluor -6%.
Screening COc1ccc(NC(=O)CSc2nc3ccccc3nc2N2CCOCC2)c(OC)c1 returned Tau FP inhib 9%, TRb-SRC2 inh -3%, Epigenetic reg -1.0%, Tau fluor cs inconclusive and TexasRed fluor -3%.
Screening COCCN1C(=O)N[C@@H](c2cccc(C(F)(F)F)c2)[C@H](C(C)=O)[C@H]1C returned CBFb RUNX1 block 1%[13.1 µM], Tau FP inhib -8%[11.6 µM], TRb-SRC2 inh -2%[11.2 µM], GLA spleen mod -7%[17.5 µM], Tau fluor cs -1%[11.6 µM] and TexasRed fluor -5%[11.2 µM].
`CCOc1ccc(CC2c3cc(OCC)c(OCC)cc3CCN2C(=O)c2cc(OC)c(OC)c(OC)c2)cc1OCC` (stereo not given) gave CBFb RUNX1 block 1%, Tau FP inhib -4%, TRb-SRC2 inh 0%, NPSR antag inconclusive, Epigenetic reg -1.1%, GLA spleen mod -5%, Tau fluor cs -17% and TexasRed fluor -5%.
For CCOC(=O)CN(Cc1ccccc1)C(C(=O)NC1CCCCC1)c1ccc(OC)cc1 (stereo not given) the results were Tau FP inhib -1%, TRb-SRC2 inh 2%, Epigenetic reg 1.5%, Tau fluor cs -11% and TexasRed fluor -1%.
For CCCNC(=O)N1CCN(S(=O)(=O)c2ccc3c(ccn3C)c2)CC1 the results were Tau FP inhib -4%, TRb-SRC2 inh -2%, Epigenetic reg -3.3%, Tau fluor cs 3% and TexasRed fluor inconclusive.

Fetched by structure from the list above, 2 records:
For CCCNC(=O)N1CCN(S(=O)(=O)c2ccc3c(ccn3C)c2)CC1 the results were Tau FP inhib -4%, TRb-SRC2 inh -2%, Epigenetic reg -3.3%, Tau fluor cs 3% and TexasRed fluor inconclusive.
For CCOC(=O)CN(Cc1ccccc1)C(C(=O)NC1CCCCC1)c1ccc(OC)cc1 (stereo not given) the results were Tau FP inhib -1%, TRb-SRC2 inh 2%, Epigenetic reg 1.5%, Tau fluor cs -11% and TexasRed fluor -1%.

Some of the compounds tested (hit frequency here may not be typical).
